# S1P4 antagonist – blocks the human S1P4 receptor | inhibition, % at 4.98 µM | S1P4-expressing cells, antagonist mode, reporter read-out | 220,000 compounds, 0.26% hits | AID 1510 | O95977; in the data active means inhibition above about 29%;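 further: 0% = wells stimulated with agonist and 100% = vehicle wells without agonist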
# Runt-CBFb FRET – blocks binding of human RUNX1 Runt domain to CBFb. AID 1496. inhibition, % at 20 µM. 220,000 compounds, 0.46% hits. Cerulean-Runt/Venus-CBFb FRET ratio 530/480, 1 h. Q01196+Q13951;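 active means inhibition over about 50% at 20 µM in the single-dose screen, limit read from the data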;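 further: 0% = DMSO wells and 100% = excess unlabeled CBFb competitor control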
# Target sequence (Q01196 whole entry, looked up, the tested form may be a part): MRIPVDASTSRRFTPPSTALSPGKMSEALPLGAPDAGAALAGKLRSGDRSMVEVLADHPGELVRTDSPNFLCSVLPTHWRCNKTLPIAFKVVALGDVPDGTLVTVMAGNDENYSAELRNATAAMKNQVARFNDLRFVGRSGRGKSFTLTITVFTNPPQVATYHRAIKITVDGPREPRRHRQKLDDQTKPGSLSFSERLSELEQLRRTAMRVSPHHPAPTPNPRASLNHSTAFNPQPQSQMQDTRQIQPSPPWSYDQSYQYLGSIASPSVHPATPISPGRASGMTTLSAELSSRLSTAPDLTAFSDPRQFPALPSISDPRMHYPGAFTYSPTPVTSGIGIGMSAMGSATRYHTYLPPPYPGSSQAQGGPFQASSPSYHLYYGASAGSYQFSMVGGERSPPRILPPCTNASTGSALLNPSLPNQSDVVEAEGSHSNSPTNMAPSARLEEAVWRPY
# Target sequence (Q13951 whole entry, looked up, the tested form may be a part): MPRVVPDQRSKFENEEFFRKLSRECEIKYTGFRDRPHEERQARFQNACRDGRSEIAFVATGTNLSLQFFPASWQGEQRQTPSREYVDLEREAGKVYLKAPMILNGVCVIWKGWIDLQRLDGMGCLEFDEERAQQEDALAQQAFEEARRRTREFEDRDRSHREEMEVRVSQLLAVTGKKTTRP
#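 Measured by: fluorescence energy transfer, 422 nm excitation, 530/480 nm emission; Assay system: Cerulean-Runt domain; Medium: Tris pH 7.5 buffer with BSA; Measure: loss of energy transfer signal; Controls: 5 µM unlabeled CBFb as full-inhibition high control; Incubation: protein complex preformed 1 h, compound exposure 1 h, room temperature, dark.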
# NPY Y1 blocker – antagonists of human neuropeptide Y receptor Y1; P25929; HEK293-CNG Y1 cells, membrane potential fluorescence; NPY at EC95, then isoproterenol; inhibition, % at 3.6 µM; 200,000 compounds, 1% hits;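 active means inhibition above the campaign mean inhibition of all tested compounds plus 3 SD, cut at about 20% in these data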;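 further: 0% = DMSO wells given NPY plus isoproterenol and 100% = isoproterenol alone without NPY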
# Target sequence (P25929 whole entry, looked up): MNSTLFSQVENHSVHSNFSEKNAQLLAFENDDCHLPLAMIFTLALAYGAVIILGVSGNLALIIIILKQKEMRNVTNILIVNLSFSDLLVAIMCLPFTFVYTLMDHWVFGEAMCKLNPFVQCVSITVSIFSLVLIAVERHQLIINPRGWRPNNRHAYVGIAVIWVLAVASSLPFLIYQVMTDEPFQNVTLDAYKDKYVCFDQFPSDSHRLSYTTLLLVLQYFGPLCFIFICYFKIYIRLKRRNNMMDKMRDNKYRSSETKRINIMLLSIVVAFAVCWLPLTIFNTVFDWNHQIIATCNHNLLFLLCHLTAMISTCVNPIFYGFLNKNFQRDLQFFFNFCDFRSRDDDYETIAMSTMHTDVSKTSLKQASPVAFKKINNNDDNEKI
#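 Material: HEK293 Y1/CNG channel cell line; also added: NPY (25 nM), isoproterenol (1 µM), Ro 20-1724 (25 µM); doses: one concentration, 3.6 µM, in 0.4% DMSO; schedule: compound incubation 1 h at room temperature, readout 45 min post-stimulation; technique: membrane potential fluorescence; measure: fluorescence ratio normalized to % inhibition between controls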
# Ba/F3 V617F tox – reduce viability of Ba/F3 cells dependent on JAK2V617F. Ba/F3 EpoR-JAK2V617F viability, ATP luminescence. inhibition, % at 5.6 µM. 220,000 compounds, 1.1% hits. AID 1446;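 active means inhibition above the campaign mean plus 3 SD over all tested compounds, cut at about 24% in these data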;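 further: cytokine-independent growth of Ba/F3 cells driven by EpoR plus mutant JAK2; 0% = DMSO-treated cells and 100% = JAK inhibitor I control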
# NPY-Y1 PAM-ag – potentiates or activates human NPY-Y1 receptor; P25929; NPY-Y1 expressing cells, potentiator/agonist activation; activation, % at 3.6 µM; 220,000 compounds, 0.37% hits; in the data active means activation above about 33%, passing the limit was not always enough;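 further: cells stimulated with NPY at EC10 then isoproterenol at EC100; 0% = low agonist plus stimulus and 100% = saturating agonist plus stimulus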
# S1P4 ag – agonists of human S1P4 receptor. O95977. S1P4-expressing cell line, agonist reporter assay. activation, % at 4.98 µM. 220,000 compounds, 0.35% hits. AID 1509; in the data active means activation above about 11%;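 further: 0% = DMSO vehicle and 100% = reference agonist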
# NPY2 pot ag – human NPY-Y2 potentiation or agonism, primary screen | P49146 | cells expressing NPY-Y2, potentiator/agonist read-out | activation, % at 3.6 µM | 220,000 compounds, 0.45% hits | AID 1359; in the data active means activation above about 27%;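 further: cells stimulated with NPY near EC25 plus isoproterenol at EC100; 0% = vehicle plus submaximal agonist and 100% = vehicle plus saturating agonist; some results beyond the cut were filed as inactive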
# RBBP9 inhibitor – inhibitors of human serine hydrolase RBBP9. 220,000 compounds, 0.2% hits. recombinant RBBP9, FP-Rh probe fluorescence polarization. inhibition, % at 7.94 µM. AID 1515;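 active means inhibition above the campaign mean of all tested compounds plus 3 SD, cut at about 14% in these data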;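 further: plate controls were DMSO wells with RBBP9 for no effect and wells lacking RBBP9 protein for full effect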
#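 system = RBBP9 protein | input = RBBP9 at 2.5 µM in dispensed solution, before mixing | measured by = fluorescence polarization (mP), excitation 525 nm, emission 598 nm | incubation = enzyme-compound preincubation 30 min, then probe labeling 45 min, 25 °C | buffer or medium = Tris-NaCl-Pluronic buffer, pH 8.0 | compound = single dose 7.94 µM | also added = FP-Rh probe, 375 nM dispensing solution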
# BaF3 tox – reduces parental Ba/F3 cell viability, JAK2V617F counter-screen; CellTiter-Glo ATP luminescence; inhibition, % at 5.6 µM; 220,000 compounds, 1.1% hits; AID 1486;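 active means inhibition above a per-campaign cutoff, the mean inhibition of all tested compounds plus 3 SD, cut at about 27% in these data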;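 further: 0% = DMSO wells and 100% = JAK Inhibitor I control wells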
# * = called active by the depositor; . = no result given. Rows were taken by chance; 3.6% or so of the library scored in one or more.
# Start of the data: the first two records (preview)
SMILES,S1P4 antagonist,Runt-CBFb FRET,NPY Y1 blocker,Ba/F3 V617F tox,NPY-Y1 PAM-ag,S1P4 ag,NPY2 pot ag,RBBP9 inhibitor,BaF3 tox
COc1cc2c(cc1OC)C(c1ccc(-c3cc(Cl)ccc3Cl)o1)=NCC2,9,0,9,-7,17,1.2,16,-6,0
S=C(N/N=C/c1cccs1)NC1CC2CCC1C2 (configuration not stated),1,0,.,-4,4,1.0,13,-5,2

# The whole of this part, from the start:
SMILES,S1P4 antagonist,Runt-CBFb FRET,NPY Y1 blocker,Ba/F3 V617F tox,NPY-Y1 PAM-ag,S1P4 ag,NPY2 pot ag,RBBP9 inhibitor,BaF3 tox
COc1cc2c(cc1OC)C(c1ccc(-c3cc(Cl)ccc3Cl)o1)=NCC2,9,0,9,-7,17,1.2,16,-6,0
S=C(N/N=C/c1cccs1)NC1CC2CCC1C2 (configuration not stated),1,0,.,-4,4,1.0,13,-5,2
O=C1c2ccccc2C(=O)N1CC#CCN1CCN(C(c2ccccc2)c2ccccc2)CC1,12,1,9,2,-2,-1.6,-7,-8,1
COc1cc(-c2noc(CCC(=O)Nc3cccnc3)n2)cc(OC)c1OC,-9,0,0,3,-41,-1.8,-27,-10,1
CCC1(CC)Nc2ccccc2C(=O)N1c1ccc(OC)cc1,5,11,.,-1,11,0.5,1,-3,1
CCOCCN1CCN(c2c(CC)c(C)nc3cc(-c4cc(OC)cc(OC)c4)nn23)CC1,-13,-4,-3,-2,-39,1.6,-5,-5,1
CCS(=O)(=O)Nc1ccc(-c2ccc(NS(=O)(=O)CC)c(OC)c2)cc1OC,-10,-1,-2,3,-11,1.0,8,-2,2
CCCOc1ccc(OCCOCCNCc2ccccc2)cc1,0,1,2,3,6,0.9,-13,-9,3
CCOC(=O)C1=C(C)N=C2SC(C(=O)OC)=CC(=O)N2C1c1ccc(OC)cc1 (configuration not stated),46*,.,-2,6,-9,-0.3,-11,-10,12
COc1ccccc1NC(=O)N1CCN(c2ccc(F)cc2)CC1,-17,-2,-4,-4,0,1.1,2,-6,0
COc1cc2c(cc1OC)CN(C(=O)CCCN1C(=O)c3ccccc3C1=O)CC2,-9,-1,3,-1,9,0.1,16,-3,6
Cc1nn(C(=O)c2c([N+](=O)[O-])cnn2C)c(C)c1Cl,-17,-5,1,2,-10,1.5,-6,-3,3
COc1cc(/C=N/N=C2/NC(=O)C(Cc3ccccc3)S2)ccc1O (configuration not stated),5,-3,15,-2,-18,1.3,-11,5,-2
CCOc1ccc(-c2nc(-c3cccs3)c(CC(=O)O)s2)cc1OC,-25,1,6,0,-3,1.4,-1,-2,3
Cc1cc(CNC(=O)CC2C(=O)NCCN2Cc2ccccc2C(F)(F)F)on1 (configuration not stated),-13,-4,-1,4,-13,-2.6,-22,-5,12

# 7 entries out of the list, arranged by SMILES length, descending:
SMILES,S1P4 antagonist,Runt-CBFb FRET,NPY Y1 blocker,Ba/F3 V617F tox,NPY-Y1 PAM-ag,S1P4 ag,NPY2 pot ag,RBBP9 inhibitor,BaF3 tox
CCOCCN1CCN(c2c(CC)c(C)nc3cc(-c4cc(OC)cc(OC)c4)nn23)CC1,-13,-4,-3,-2,-39,1.6,-5,-5,1
CCS(=O)(=O)Nc1ccc(-c2ccc(NS(=O)(=O)CC)c(OC)c2)cc1OC,-10,-1,-2,3,-11,1.0,8,-2,2
COc1cc2c(cc1OC)C(c1ccc(-c3cc(Cl)ccc3Cl)o1)=NCC2,9,0,9,-7,17,1.2,16,-6,0
COc1cc(-c2noc(CCC(=O)Nc3cccnc3)n2)cc(OC)c1OC,-9,0,0,3,-41,-1.8,-27,-10,1
COc1cc(/C=N/N=C2/NC(=O)C(Cc3ccccc3)S2)ccc1O (configuration not stated),5,-3,15,-2,-18,1.3,-11,5,-2
COc1ccccc1NC(=O)N1CCN(c2ccc(F)cc2)CC1,-17,-2,-4,-4,0,1.1,2,-6,0
CCCOc1ccc(OCCOCCNCc2ccccc2)cc1,0,1,2,3,6,0.9,-13,-9,3

# Later entries:
SMILES,S1P4 antagonist,Runt-CBFb FRET,NPY Y1 blocker,Ba/F3 V617F tox,NPY-Y1 PAM-ag,S1P4 ag,NPY2 pot ag,RBBP9 inhibitor,BaF3 tox
O=C(c1ccc(F)cc1)N1CCN(c2ccc(N3CCOCC3)nn2)CC1,2,5,.,-4,-9,0.1,14,-8,-2
COc1ccc(NC(=O)Cn2nnc3sc4c(c3c2=O)CC(C)(C)OC4)cc1,-14,0,.,-3,26,0.5,3,-4,-2
CCc1ccc(CN(C)Cc2nc(Cc3ccccc3)no2)nc1,6,-4,0,1,-17,-0.9,-8,-4,6
CCNc1ccc(S(N)(=O)=O)cc1[N+](=O)[O-],-13,-1,5,5,-13,-0.5,0,-1,7
CC(=O)n1cc([C@H]2C=C(C(=O)NCc3ccccc3)O[C@@H](OCCCCO)C2)c2ccccc21,3,-3,7,2,3,-0.4,-3,6,-1
NC(=O)COc1c(-c2ccccc2)oc2ccccc2c1=O,-30,0,-2,-2,9,0.6,-8,-4,4
CCCC12CN3CC(C)(CN(C1)C31CCCCC1)C2=O,-3,2,2,-6,-18,0.1,-3,-5,2
CC(C)NS(=O)(=O)c1ccc(OCC(=O)Nc2cccc(F)c2)cc1,-5,0,-5,-1,33,-0.2,13,2,1
Cc1cccc(OCC(=O)NNC(=O)C2CCCCC2C(=O)O)c1 (configuration not stated),-9,1,-2,-2,8,-0.1,-2,-1,4
CC(NC(=O)c1ccc(OC2CCN(Cc3ccccn3)CC2)cc1)c1ccccc1 (configuration not stated),-17,0,7,-2,13,1.8,-11,-8,-1
CCSC1(SCC)N=C(N)C2(C#N)C(c3ccccc3)NC(C)=C(C)C12C#N (configuration not stated),8,-3,4,-3,12,3.2,18,-8,-2
O=C(Cn1cnc2scc(-c3ccccc3)c2c1=O)N1CCOCC1,-6,-1,0,1,-7,-1.6,-3,-3,3
Cc1ccc(F)c(NC(=O)CCc2ccccc2)c1,-23,-1,2,1,4,-1.2,-7,-7,5
COc1ccc(NS(=O)(=O)c2cc(NC(=O)c3cccs3)ccc2N2CCCC2)cc1,-2,2,2,3,-6,0.8,3,-19,6
CCOC(=O)c1ccc2nc(C)c(CCC(C)=O)c(Cl)c2c1,-24,1,7,7,-38,-3.3,-32,-14,4

# Printed as active in S1P4 antagonist (from the list above):
Structure	S1P4 antagonist	Runt-CBFb FRET	NPY-Y1 PAM-ag	S1P4 ag	NPY2 pot ag	RBBP9 inhibitor
CCOC(=O)C1=C(C)N=C2SC(C(=O)OC)=CC(=O)N2C1c1ccc(OC)cc1 (configuration not stated)	46*	.	-9	-0.3	-11	-10

# The listing continues.
SMILES,S1P4 antagonist,Runt-CBFb FRET,NPY Y1 blocker,Ba/F3 V617F tox,NPY-Y1 PAM-ag,S1P4 ag,NPY2 pot ag,RBBP9 inhibitor,BaF3 tox
CC(NC(=O)CCl)c1ccc(Cl)c(Cl)c1 (configuration not stated),12,2,-3,4,-3,-2.4,4,-1,6
CC(C)(C)NC(=O)NC(=O)CN1CCC(Cc2ccccc2)CC1,-13,-3,-2,-2,22,-0.9,12,4,6
O=C(CCN1C(=O)c2ccccc2C1=O)Nc1ccc2c(c1)OCCO2,-38,0,7,-3,-9,-1.1,-2,-6,-1
CCCSc1nc(N)cc(=O)[nH]1,-22,1,-2,-4,10,-0.6,1,7,1
COc1cccc(CNC(=O)C2CCC(CNc3c(N4CCC(C)CC4)c(=O)c3=O)CC2)c1 (configuration not stated),-2,-1,.,3,-1,-0.9,-18,-2,-1
COC(=O)N1CCN(c2ccc(Cl)c(Cl)c2)CC1,14,2,6,-4,-12,-0.1,10,-1,5
CCCOc1ccc(C(=O)O/N=C(\CC)c2ccc(C)cc2)cc1,-15,-1,1,-2,-4,1.5,-11,-3,4
CCn1c(SCC(=O)NCC2CCCO2)nnc1-c1ccc(Cl)cc1 (configuration not stated),12,-1,4,-1,1,-1.0,14,-3,-2
COc1ccc(C2C(C(C)=O)=C(O)C(=O)N2c2nccs2)cc1OC (configuration not stated),-1,4,3,2,5,0.6,5,3,5
CC1(C)Cc2c(c(-c3ccco3)[nH]c(=O)c2C#N)CO1,-2,6,-1,-4,9,-1.2,2,-2,6
O=C(c1ccco1)N1CCN=C1SCc1ccc(F)cc1,6,1,4,3,-5,-1.5,-13,4,6
Cn1cccc1/C=C1\SC(=S)N(NC(=O)c2ccccc2O)C1=O,10,-21,.,3,-11,1.7,-9,1,-2
O=C(Nc1cccnc1)c1cccc(S(=O)(=O)N2CCc3ccccc32)c1,5,-2,-5,1,13,0.2,2,-8,2
O=C(NCC1OCCc2ccccc21)c1ccc(NC(=O)c2ccc(Cl)cc2Cl)cc1 (configuration not stated),-2,2,-6,-1,12,-1.8,0,-10,5
Cc1ccc(C)c(NC(=O)CSc2nnc(-c3ccncc3)n2N)c1,-8,-2,3,-2,-5,-0.8,-11,-12,0
Cn1c(=O)c2c(ncn2CCc2ccccc2)n(C)c1=O,-11,-1,-1,5,-5,0.3,-2,-1,8
Cc1ccc(COCCN2CCN(S(=O)(=O)c3ccc(C)cc3)CCC2=O)cc1,14,-4,-6,1,-14,0.2,-9,-5,9
O=C(O)c1ccc(NC(=O)c2cccs2)cc1,-11,-3,-3,-3,12,-0.7,8,2,2
O=C(Nc1ccc(NC(=O)c2cccs2)cc1)c1ccc(Br)o1,15,0,-6,2,-3,-3.0,6,-2,5
COc1ccc(NC(=O)COC(=O)CNS(=O)(=O)c2ccccc2)cc1OC,-2,0,-3,-1,16,3.4,0,2,11
Cc1ccc(SCc2noc(-c3c(C)noc3C)n2)cc1,-4,0,.,-3,-28,-0.4,-39,-4,1
O=C(Nc1ccccc1)c1cc(S(=O)(=O)N2CCOCC2)cs1,2,-2,-8,3,-21,2.4,-12,-2,3
CCn1c(SCC(=O)N2CCN(c3ccccc3)CC2)nnc1-c1cc2cc(Cl)ccc2o1,-22,-5,2,-3,12,-0.9,6,2,-1
CC(C(=O)Nc1ccc2c(c1)OCCO2)n1nnc(-c2ccccc2)n1 (configuration not stated),-16,0,10,2,-7,-0.2,-19,-6,11
CN(/N=C/c1ccc(Cl)cc1)c1ncc(Cl)cc1C(F)(F)F,4,-1,.,-3,-30,0.2,-19,-4,-2
COc1ccc(OCCSc2ncn[nH]2)cc1,-3,.,3,2,4,0.8,2,-13,2
O=C(CN1CCCCC1)Nc1cccc(Br)c1,-7,-1,4,3,-8,-2.2,-24,-11,3
O=C(CS(=O)(=O)Cc1ccccc1)NCC1CCCO1 (configuration not stated),-27,1,3,1,5,-1.3,-1,2,1
CC(C)c1cc(CN2CCN(C3CCCC3)C(CCO)C2)[nH]n1 (configuration not stated),-25,2,1,3,-5,0.3,-7,-9,5

# Assay outcomes from PubChem BioAssay.
